Source: PubChem
G9a block: G9a (human) methyltransferase inhibition | G9a H3K9 monomethylation, AlphaScreen, 2 h | Potency, µM (doses to about 102 µM), inactives show at the top dose activity, negative = inhibition, actives largely listed as inhibitors | 350,000 tested, 8.8% active | AID 504332; also: potency is read from the fitted curve at half-maximal effect; % is scaled to controls: 0 for no effect and ±100 for the full control effect; nearly all actives have a fitted effect of over 75% in size
Target sequence (Q96KQ7 913-1193 limits assumed): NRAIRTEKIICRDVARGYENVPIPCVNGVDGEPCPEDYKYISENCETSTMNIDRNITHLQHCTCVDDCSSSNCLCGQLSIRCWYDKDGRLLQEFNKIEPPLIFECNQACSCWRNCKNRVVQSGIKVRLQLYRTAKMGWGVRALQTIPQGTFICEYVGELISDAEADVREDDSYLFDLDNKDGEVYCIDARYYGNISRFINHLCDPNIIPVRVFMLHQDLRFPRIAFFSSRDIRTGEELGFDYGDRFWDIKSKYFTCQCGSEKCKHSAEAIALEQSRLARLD
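AlphaScreen read-out: biotin-H3K9 peptide (500 nM) methylation by 20 nM enzyme with 20 uM SAM, 2 h at room temperature after 15 min compound preincubation; anti-monomethyl H3K9 antibody plus donor/acceptor beads, 10 min dark.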
GLS inhibitor: inhibitors of human glutaminase (GLS); GLS enzymatic activity, qHTS titration; 410,000 tested, 0.21% active; O94925; Potency, µM (titrated, usually from 45.5 µM), for inactives: at the highest dose activity change, negative = inhibition, usual class: inhibitors; also: potency is read from the fitted curve at half-maximal effect; % is scaled to controls: 0 for no effect and ±100 for the full control effect
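hKGA; 45 mM KH2PO4 pH 8.2 + 0.02% Tween-20; cpd via pin tool; 1 mM Gln soln; GluOx/HRP/Amplex Red; RT 30 min; fluor. t0 & final.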
JMJD2A Tudor inh: blocks the human JMJD2A Tudor domain; O75164; AlphaScreen JMJD2A-Tudor / H3K4me3 peptide binding; Potency, µM (top dose mostly 114 µM), inactives show top-dose activity change, negative = inhibition, hits mostly inhibitors; 390,000 tested, 4.4% active; also: potency is read from the fitted curve at half-maximal effect; % is scaled to controls: 0 for no effect and ±100 for the full control effect; nearly all actives have a fitted effect of over 50% in size
HP1b binding inh: blocks HP1-beta chromodomain binding to methylated histone tails; P83916; AlphaScreen HP1-beta / biotin-H3K9me3 peptide binding; Potency, µM (series often up to 114 µM), for inactives: at the top dose activity change, negative = inhibition, usual class: inhibitors; 390,000 tested, 0.56% active; AID 540317; also: potency is read from the fitted curve at half-maximal effect; nearly all actives have a fitted effect of over 70% in size; inactives centre near 23
Target sequence (P83916 whole entry, looked up): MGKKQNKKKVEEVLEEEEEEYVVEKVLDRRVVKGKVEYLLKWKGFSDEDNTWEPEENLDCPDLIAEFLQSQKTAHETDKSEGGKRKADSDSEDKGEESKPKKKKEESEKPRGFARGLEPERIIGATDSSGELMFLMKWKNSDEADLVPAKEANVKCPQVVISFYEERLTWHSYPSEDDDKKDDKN
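Compound inhibition of the preformed complex between 50 nM HP1-beta and 50 nM biotinylated H3K9me3 peptide was read by AlphaScreen. Buffer was PBS pH 7.4 with 0.01% Tween-20. Incubations ran 30 min at room temperature, with 10 ug/mL donor/acceptor beads.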
12-LOX inh: ALOX12 (human) lipoxygenase inhibition; Potency, µM (top dose mostly 108 µM), inactives show top-dose activity change, negative = inhibition, most hits filed as inhibitors; 580,000 tested, 1.1% active; purified 12hLO, xylenol orange hydroperoxide absorbance; also: potency is read from the fitted curve at half-maximal effect; % is scaled to controls: 0 for no effect and ±100 for the full control effect
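Purified human 12hLO at 150 nM in 25 mM Hepes, 0.01% Triton X-100, pH 7.0, preincubated 15 min at room temperature with compound. Reaction started with 40 uM arachidonic acid, 30 min at room temperature. Hydroperoxide measured by Fe-xylenol orange, 573/405 nm absorbance ratio.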
PI4K2A block: blocks human PI4K2A kinase activity. Q9BTU6. purified PI4K2A, ADP-Glo luminescence, 1 h; stronger effect = lower value. activity change, negative = inhibition, % at 76.9 µM. 420,000 tested, 0.13% active; in the data active = activity change below about -50%; inconclusive = mostly about -30% to -49%;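 also: -100% = wells without enzyme as full effect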
Target sequence (Q9BTU6 whole entry, looked up): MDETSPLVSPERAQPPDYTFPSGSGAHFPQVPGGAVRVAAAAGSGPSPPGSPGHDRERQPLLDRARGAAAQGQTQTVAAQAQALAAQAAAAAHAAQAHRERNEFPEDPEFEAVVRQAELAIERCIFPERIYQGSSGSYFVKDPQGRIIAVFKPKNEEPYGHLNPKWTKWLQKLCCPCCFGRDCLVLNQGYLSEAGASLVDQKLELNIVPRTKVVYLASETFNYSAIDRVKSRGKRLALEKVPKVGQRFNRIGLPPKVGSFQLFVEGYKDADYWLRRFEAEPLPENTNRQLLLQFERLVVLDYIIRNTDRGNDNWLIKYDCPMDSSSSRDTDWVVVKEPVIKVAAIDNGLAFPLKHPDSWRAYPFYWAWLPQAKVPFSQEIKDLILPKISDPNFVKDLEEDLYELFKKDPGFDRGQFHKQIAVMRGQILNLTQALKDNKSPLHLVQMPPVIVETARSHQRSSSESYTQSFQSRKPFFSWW
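PI4K2A activity was measured by ADP-Glo luminescence: enzyme (4 ug/mL stock) and phosphatidylinositol (1.2 mM stock) in Tris pH 7.5/MgCl2/EGTA/Triton X-100 buffer were reacted with ATP (300 microM stock) for one hour at ambient temperature.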
RGS4 inhibitor: inhibitors of human regulator of G protein signaling 4. P49798. AID 504845. Potency, µM (series often up to 114 µM), without a hit: at the highest dose activity change, negative = inhibition, actives largely listed as inhibitors. 390,000 tested, 0.039% active. Transcreener GDP fluorescence polarization, RGS4-accelerated GTP hydrolysis; also: potency is read from the fitted curve at half-maximal effect; % is scaled to controls: 0 for no effect and ±100 for the full control effect; nearly all actives have a fitted effect of over 75% in size; some results filed as inactive show a strong effect at the top dose
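MLSMR compounds (23 nl, pin-transferred) preincubated 10 min at room temperature with a 500nM (2x) first reagent, then RGS4 at 900nM (2x) plus Transcreener GDP mix added; fluorescence polarization (620/688 nm) read before and after 90 min at 30 °C.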
BAZ2B block: inhibitors of human BAZ2B bromodomain; Q9UIF8; AlphaScreen BAZ2B-H3K14Ac peptide displacement; Potency, µM (doses to about 114 µM), without a hit: top-dose activity change, negative = inhibition, actives largely listed as inhibitors; 360,000 tested, 4.4% active; also: potency is read from the fitted curve at half-maximal effect; % is scaled to controls: 0 for no effect and ±100 for the full control effect; nearly all actives have a fitted effect of over 60% in size
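BAZ2B (50 nM) with biotin-H3(5-23)K14Ac peptide (50 nM) in PBS pH 7.4, 0.01% Tween-20, preformed 30 min, then compound 30 min at room temperature; top concentration 110uM. AlphaScreen streptavidin donor/nickel chelate acceptor beads (10 ug/mL final), 20 min dark, signal read.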
ERG-DNA inh: blocks human ERG Ets domain binding to DNA; fluorescence polarization, His-ERG Ets domain / labelled DNA; Potency, µM (top dose mostly 76.9 µM), inactives show at the highest dose FP activity, negative = inhibition, actives largely listed as inhibitors; 370,000 tested, 0.028% active; AID 624246; active = well fitted inhibition curve with a large enough effect in the polarisation, with a control signal flat; inconclusive = small, poorly fitted or top-dose-only effect, or effect the other way, or a change in a side signal; inactive = no such curve, though single readings can be large or run the other way; the % refers to the polarisation;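 also: polarization taken with two DNA probes labelled with fluorescein and Texas red; potency is read from the fitted curve at half-maximal effect; % of control where 0% means no effect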
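His-tagged ERG Ets domain (1 uM in the protein solution; 300mM KCl, 50mM Tris-HCl, 1mM EDTA, 1mM DTT, pH 7.5) received compound, then a probe mix of 5 nM fluorescein-DNA and 100nM Texas-615-DNA. Fluorescence polarization was read for both dyes.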
Numbers without * were called inactive; u = inconclusive; x = no result given; & = joins results of further samples; [ ] = dose if it differs, or a comment. Unless noted, calls follow the shape of the dose curve; as a rule, active = well fitted curve in the direction sought with a large enough effect; inconclusive = small, poorly fitted or top-dose-only effect, or another doubt; inactive = no such curve, though single readings can be large; an effect the other way counts as inactive or inconclusive. Only part of the results is shown. The share of hits here may be higher or lower than overall.

SMILES | G9a block | GLS inhibitor | JMJD2A Tudor inh | HP1b binding inh | 12-LOX inh | PI4K2A block | RGS4 inhibitor | BAZ2B block | ERG-DNA inh
COc1cc(S(=O)(=O)NCC(c2ccco2)N2CCCCC2)ccc1NC(C)=O (stereo unspecified) | u | 10% | -9% | 21% | 0% | 2 | 13% | 10% | -3%
Cc1ccccc1-c1nc(NC(=O)CSc2ncnc3sc4c(c23)CCCC4)ns1 | 12%[59 µM] | 8% | -11% | 34% | -2% | 2 | 3% | 2% | -3%
CN(Cc1cccc2ccccc12)C(=O)c1cc(COc2c(F)cccc2F)on1 | 42%[activator] | 0% | 39%[activator] | 70%[activator] | -1% | -1 | -14% | -1% | 1%
Cc1ccc(NC(=O)NCc2c(-n3cccc3)sc3c2CCCC3)c(Cl)c1 | -4%[59 µM] | -12% | -6% | 35% | -17% | -1 | 27% | u | -5%
COc1cc(/C=C2\SC(=S)N(CC(=O)NC3=NCCS3)C2=O)cc(OC)c1OC | -47% | 0% | -16% | 22% | 2% | -4 | -36% | 3% | 5%
COc1ccc(S(=O)(=O)c2nnn(-c3ccc(C(C)C)cc3)c2C)cc1 | -26%[59 µM] | -11% | -10% | 43%[activator] | 2% | 1 | -9% | -12% | 7%
Cc1cc2cc3c(cc2nc1SCc1ccccn1)OCCO3 | 26%[59 µM] | -7% | 6% | 46%[activator] | -17% | 6 | -12% | -4% | -7%
CC(=O)c1ccc(OCc2cc(C(=O)NC(C)CCn3cccn3)no2)cc1 (stereo unspecified) | -8% | -4% | 0% | 31% | u | -4 | -9% | -5% | 5%
COC(=O)c1ccc(NC(=O)CN2C(=O)CSC2=O)cc1 | 0%[12.7 µM] | -12% | -8% | 5% | -9% | -13 | -2% | 23% | -5%
Cc1cccc(NC(=O)Cn2c(=O)n(Cc3ccco3)c(=N)c3c4c(sc32)COC(C)(C)C4)c1 | -6%[59 µM] | -12% | -15% | 13% | 4% | -11 | -6% | -30% | -3%
COc1ccc(Nc2oc(-c3cccs3)nc2C#N)cc1 | -13%[59 µM] | 1% | -9% | 19% | -22% | 14 | 32% | 10% | 2%
O=C(CSc1nc(-c2ccc(F)cc2)cc(C(F)(F)F)n1)NCCN1CCOCC1 | -23%[59 µM] | 8% | 7% | 23% | 152%[activator] | 4 | -17% | -2% | 1%
COc1ccc(Cl)cc1NC(=O)CSc1nnc(COc2ccccc2)n1C | -4%[12.7 µM] | 0% | -20% | 28% | 7% | 7 | -30% | -19% | 4%
Cc1cccc2sc(NC(=O)CNS(=O)(=O)c3ccc(Br)s3)nc12 | -1% | 1% | -25% | 22% | 8% | 2 | -12% | -6% | -9%
CS(=O)(=O)N(CC(=O)N1CCOCC1)c1cccc(F)c1 | x | -4% | -9% | 30% | 4% | -2 | 10% | 37%[activator] | 10%
CC(C)CNC(=O)c1nc(-c2ccccc2)n(-c2ccccc2)n1 | 8%[12.7 µM] | 14% | -4% | 32% | 100%[activator] | -14 | 3% | -19% | 0%
c1csc(CNc2nc3ccccc3n2CCN2CCOCC2)c1 | u | 5% | -4% | 25% | -24% | -1 | -1% | 11% | -5%
CCOC(=O)CC(=O)CSc1nc(CC)c(C)cc1C#N | x | -8% | -6% | 39%[activator] | u | 1 | -16% | -21% | -2%
CCOc1ccc(CNCc2c(C(=O)O)c(C)n(Cc3cccc(OC)c3)c2C)cc1OC | 2%[59 µM] | 2% | -26% | 10% | -23% | 1 | 11% | -12% | 1%
COc1ccc(C(=O)c2ccc(Cl)cc2)c2ccccc12 | 57%[activator] | -1% | 85%[activator] | 123%[activator] | 12% | -6 | -28% | 47%[activator] | 2%
CS(=O)(=O)N1CCN(c2ccc([N+](=O)[O-])c(NCCN3CCOCC3)c2)CC1 | 3%[59 µM] | 0% | -14% | 2% | -5% | -8 | u | 8% | -1%
CC(C)(C)C(=O)COC(=O)c1ccc(O)cc1 | 12%[59 µM] | -10% | -15% | 63%[activator] | -22% | 4 | -45% | -2% | -2%
CCOC(=O)CSc1ncc(-c2ccc([N+](=O)[O-])cc2)[nH]1 | 17%[59 µM] | 25% | -28% | -1% | -13% | 3 | 9% | -31% | -2%
CC(C)Oc1ccc(CCNC(=O)CC2C(=O)NCCN2C)cc1 (stereo unspecified) | u | 3% | -10% | 14% | 2% | -1 | -2% | -8% | -10%
COc1ccc(C(=O)NCC(C)(C)N2CCOCC2)cc1S(=O)(=O)N1CCCC1 | 10%[12.7 µM] | -2% | -2% | 17% | 17% | 4 | -8% | 8% | 7%
CCCCCCOc1ccc(C(CC(N)=O)C(=O)O)cc1 (stereo unspecified) | 4% | -4% | 7% | 41%[activator] | -11% | -5 | -9% | 2% | 0%
Cc1nc(NC(=S)NC(=O)COc2ccccc2Cl)ccc1Br | u | 2% | -20% | 18% | 6% | 2 | 10% | -4% | 4%
COc1ccc(NC(=O)/C(C#N)=C/C=C/c2ccco2)cc1 | u | 13% | u | -5% | u | -13 | -32% | -39% | 26%
CN(Cc1ccco1)Cc1ccc(O)c2ncccc12 | 1.4µM* | -12% | -7% | 45%[activator] | x | 5 | -11% | 3.2µM* | x
COc1ccc(CNC(=O)[C@H](C)NC(=O)C2CCN(S(=O)(=O)c3ccc(F)cc3)CC2)cc1 | 10% | -2% | -17% | 32% | 5% | -2 | 10% | 2% | 9%
CC(Oc1ccccc1Cl)C(=O)N1CCN(CCc2ccccn2)CC1 (stereo unspecified) | 12%[59 µM] | 1% | -4% | 61%[activator] | 2% | -2 | -27% | -24% | -2%
COc1ccc(-c2ccc(=O)n(CC(=O)Nc3cc(OC)ccc3OC)n2)cc1 | -2%[59 µM] | 3% | -27% | -26% | -10% | 3 | -6% | -37% | 1%
CCCCNC(=O)CCC(=O)Nc1ncc(-c2ccc(C)cc2)n1C | 3% | -4% | u | 8% | 14% | 0 | 4% | u | 2%
CCCn1c(C)cc(/C=C(\C#N)C(=O)OCC(=O)NC(=O)NCC)c1C | 11%[59 µM] | 0% | -14% | 19% | 15% | 8 | 17% | -12% | 1%
COc1ccc(/C=N\NC(=O)CNC(=O)C(c2ccccc2)c2ccccc2)cc1[N+](=O)[O-] | 2%[59 µM] | 0% | -4% | 7% | -2% | -22 | -21% | -7% | 18%
C/C(=N\N1CCN(C2c3ccccc3-c3ccccc32)CC1)c1ccco1 | -17%[59 µM] | 1% | -29% | u | -9% | -4 | -21% | u | -3%
O=C(Nc1ccc(OC(=O)c2cccnc2)cc1)c1cccnc1 | x | 0% | 5% | 16% | -30% | -3 | -3% | 10% | 6%
O=C(Cc1ccc(-n2cccc2)cc1)NCc1cccs1 | 6% | 3% | -23% | 14% | 0% | -2 | 16% | -36% | -3%
Cc1ccc(NC(=O)CCN2CC(C)OC(C)C2)cc1 (stereo unspecified) | 12%[0.501 µM] | 0% | -8% | 70%[activator] | -13% | 4 | -6% | 1% | 17%
COc1ccc(CNC(=O)C2CCN(S(=O)(=O)c3ccc4nc5c(c(C(=O)O)c4c3)CC(C)CC5)CC2)cc1 (stereo unspecified) | -14%[59 µM] | 2%&7% | -9%&-8% | 34%&19% | u | 1&-4 | -6%[56.9 µM] | -22%&-9% | -7%&-2%
CCOC(=O)C1C(=O)NC(SC)=C(C#N)C1c1ccccc1F (stereo unspecified) | 15% | 20% | -17% | 5% | -26% | 6 | -3% | 3% | 14%
CN1CCN(C(=O)C2CCC(=O)N(Cc3cccc(C(F)(F)F)c3)C2)CC1 (stereo unspecified) | x | 12% | -12% | -2% | 0% | -5 | -51% | -6% | 19%
Clc1ccc(N2CCCCCC2)nn1 | -8%[0.0925 µM] | 0% | -2%[57.1 µM] | 50%[activator] | 12% | 2 | -2%[56.9 µM] | 10% | -1%
Cc1ccc(NC(N)=S)cc1C | 13%[59 µM] | 13% | -6%[57.1 µM] | 40%[activator] | -22% | -5 | 3% | 6% | 1%
COc1ccccc1CNC(=O)C(Cc1ccccc1)NS(=O)(=O)c1ccc2c(c1)CCN2C(C)=O (stereo unspecified) | 0%[59 µM] | 4% | -5% | 28% | 6% | -2 | -11% | x | -3%
N#Cc1cc([N+](=O)[O-])ccc1NCCCn1ccnc1 | 20% | -19% | -7% | 9% | -31% | 10 | 17% | -19% | -2%
COc1ccc(-c2cc(C3CC3)nc(SCC(=O)c3cccs3)c2C#N)cc1 | 17% | -2% | -4% | 48%[activator] | 15% | 0 | -25% | -1% | 28%
COc1cccc(N2CC(NC(=O)c3ccco3)CC2=O)c1 (stereo unspecified) | 2%[59 µM] | -10% | 2% | 2% | -1%&-23% | 3 | 3% | -26% | 7%
CCOc1ccc(N(CC(=O)Nc2cccc(Cl)c2)S(=O)(=O)c2c(C)noc2C)cc1 | u | 4% | -11% | 69%[activator] | -5% | 0 | 14% | 12% | 0%
O=C(Cn1nc(C(=O)O)c2ccccc2c1=O)Nc1cccc(S(=O)(=O)N2CCCCC2)c1 | x | 1% | -30% | -23% | -17% | -12 | 16% | x | -7%
O=c1ccn([C@@H]2O[C@H](CNS(=O)(=O)c3cc4ccccc4s3)[C@@H](O)[C@H]2O)c(=O)[nH]1 | x | 2% | -5% | 34% | -3% | -1 | 7% | x | 2%
